HTR1A agonist: 5-HT1a (human) receptor agonism; actives 0.56% (n = 65,000); activation, % at 10 µM; CHO 5-HT1a Ga15 NFAT-bla reporter, FRET ratio; 0% basal, 100% maximal reference agonist; P08908;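 active = activation above the screen-wide mean activation plus 3 SD, cut at about 19% in these data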;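 also: 0% = DMSO wells and 100% = 5-CT at EC100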
Target sequence (P08908 whole entry, looked up): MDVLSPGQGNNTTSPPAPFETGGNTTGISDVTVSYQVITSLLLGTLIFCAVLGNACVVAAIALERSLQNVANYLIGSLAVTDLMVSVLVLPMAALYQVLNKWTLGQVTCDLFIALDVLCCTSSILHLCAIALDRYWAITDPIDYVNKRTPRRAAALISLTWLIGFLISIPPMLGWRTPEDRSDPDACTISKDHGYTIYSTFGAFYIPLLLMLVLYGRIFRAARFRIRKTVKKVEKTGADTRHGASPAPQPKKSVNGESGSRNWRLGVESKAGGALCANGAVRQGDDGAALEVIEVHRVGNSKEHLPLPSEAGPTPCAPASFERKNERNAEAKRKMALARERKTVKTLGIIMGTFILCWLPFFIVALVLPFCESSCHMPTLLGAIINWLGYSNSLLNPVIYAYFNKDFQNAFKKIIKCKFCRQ
tolC growth inh: blocks growth of E. coli BW25113 tolC mutant; OD615; growth inhibition, % at 10 µM (by protocol); actives 2.2% (n = 65,000);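 active = growth inhibition at or above a cutoff equal to the mean over every tested compound plus 3 SD, cut at about 60% in these data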;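 also: growth measured after 20 h incubation at 37 °C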
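test system = E. coli BW25113 ΔtolC::kan bacteria | medium = LB with kanamycin 50 µg/mL | signal = OD at 615 nm | schedule = 37 °C, 20 h exposure | evaluation = % inhibition of E. coli growth | compound dosing = one dose of 10 µM final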
5HT1a antag: 5-HT1a (human) receptor antagonism | P08908 | CHO 5-HT1a Ga15 NFAT-bla reporter, antagonist mode | inhibition, % at 10 µM | actives 0.68% (n = 62,000) | AID 612;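 active = inhibition above the mean of all tested compounds plus 3 SD, cut at about 43% in these data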;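 also: receptor stimulated by 5-CT agonist at 100 nM near EC80; beta-lactamase reporter measured by ratiometric fluorescence of a cleavable substrate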
SF1 activator: activates the human nuclear receptor SF-1. Q13285. CHO-K1 Gal4-SF-1 LBD luciferase reporter; % increase over DMSO SF-1-specific signal. activation, % at 10 µM. actives 1.9% (n = 65,000). AID 522;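 active = activation above the mean activation of all tested compounds plus 3 SD, cut at about 50% in these data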
Target sequence (Q13285 whole entry, looked up, the tested form may be a part): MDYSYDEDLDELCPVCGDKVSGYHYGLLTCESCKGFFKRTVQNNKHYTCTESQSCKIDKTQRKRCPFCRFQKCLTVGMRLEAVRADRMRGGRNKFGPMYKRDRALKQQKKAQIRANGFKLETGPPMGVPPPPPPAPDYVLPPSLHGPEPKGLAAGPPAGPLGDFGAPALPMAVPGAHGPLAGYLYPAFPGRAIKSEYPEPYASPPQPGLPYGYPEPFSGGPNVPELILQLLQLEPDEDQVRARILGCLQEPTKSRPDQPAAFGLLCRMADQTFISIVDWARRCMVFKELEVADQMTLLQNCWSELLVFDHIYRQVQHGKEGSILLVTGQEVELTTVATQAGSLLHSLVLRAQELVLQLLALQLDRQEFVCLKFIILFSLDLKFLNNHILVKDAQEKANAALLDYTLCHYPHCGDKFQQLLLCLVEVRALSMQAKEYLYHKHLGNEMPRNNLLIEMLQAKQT
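System: CHO-K1 cells with Gal4–hSF-1 LBD chimera plus Gal4-driven luciferase; quantity: 4,000 CHO-K1 cells per well; compound: one dose, 10 µM compound, 1% DMSO; times: 20 h compound treatment, 37 °C; measured by: SteadyLite luciferase luminescence; read-out: percent activation versus DMSO; benchmarks: DMSO and mock-transfected background; replicates: one test per compound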
5HT1E antag: antagonists of human 5-HT1E serotonin receptor | actives 0.99% (n = 65,000) | CHO 5-HT1E Ga15 NFAT-bla reporter, FRET, antagonist | inhibition, % at 6 µM | P28566;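 active = inhibition above a set limit, the mean inhibition across every tested compound plus 3 SD, cut at about 29% in these data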;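 also: signal is the 460 over 535 nm emission ratio of beta-lactamase substrate; 0% = agonist plus DMSO wells and 100% = wells without agonist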
MMP-13 inhibitor: blocks human MMP13 activity | inhibition, % at 4 µM | MMP-13 fTHP FRET cleavage, Mca fluorescence | actives 0.07% (n = 65,000) | P45452;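 active = inhibition above the mean of compound-free control plate wells plus 3 SD, cut at about 14% in these data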;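 also: 0% = DMSO wells and 100% = wells with reference MMP-13 inhibitor after basal subtraction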
RORA act: activators of human nuclear receptor RORA | P35398 | CHO-K1 Gal4-RORA LBD luciferase reporter, luminescence; percent increase over mock-subtracted basal signal | activation, % at 10 µM | actives 1.5% (n = 65,000);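 active = activation above the mean of all tested compounds plus 3 SD, cut at about 49% in these data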;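 also: 0% = DMSO-treated RORA cells and 100% = added signal equal to DMSO minus mock-transfected cells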
NADH coupling: blocks coupling enzymes of NAD/NADH assays | actives 0.02% (n = 65,000) | AID 774 | coupled PK/LDH NADH assays, four targets | IC50, µM (doses to about 10 µM), without a hit: at the top dose inhibition;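 active = single-dose screening hits from any of four coupled enzyme assays that gave an IC50 when retested across doses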;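 also: the DPM-DC format reads NADH fluorescence rather than 340 nm absorbance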
HTR1E agonist: agonists of human 5-HT1E serotonin receptor | CHO 5-HT1E Ga15 NFAT-bla reporter, FRET; 0% DMSO wells, 100% control agonist wells | activation, % at 6 µM | actives 0.69% (n = 65,000);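 active = activation above a set limit, the screen-wide mean activation plus 3 SD, cut at about 8.5% in these data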;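 also: 100% = positive control agonist at 1 µM giving full maximal response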
Active calls of the source: *; · = no result given; [ ] = dose if it differs, or a comment.

SMILES	HTR1A agonist	tolC growth inh	5HT1a antag	SF1 activator	5HT1E antag	MMP-13 inhibitor	RORA act	NADH coupling	HTR1E agonist
O=C(CSc1nc2ccccc2[nH]1)NCc1ccco1	0.4	-4.9	-5.5	12.4	-12.8	-2.9	-2.1	11.0%	0.2
CC1(C)N=C(c2ccc(Cl)cc2)C(=O)N1	-2.5	-11.9	-3.8	6.4	-7.3	4.3	-13.4	15.0%	-1.4
COc1ccc(N2CCN(C3CC(=O)N(C)C3=O)CC2)cc1 (centres undefined)	-3.3	-12.1	5.0	-10.8	-5.2	1.5	-13.4	6.0%	-0.6
CCc1ccc2[nH]c(=O)c(CN(CCCN3CCOCC3)C(=O)Nc3ccc(F)cc3)cc2c1	1.4	-1.5	-12.3	1.4	-6.3	1.5	-9.0	11.0%	0.2
Clc1cccc2sc(N3CCOCC3)nc12	-5.2	-0.6	-10.3	35.5	-0.5	2.1	0.9	3.0%	0.1
CCOC(=O)CCc1c(C)c(C#N)c2nc3ccccc3n2c1-n1ccnc1C	3.2	10.2	·	2.3	-15.8	2.1	-16.3	3.0%	-0.1
CCOC(=O)C1CCCN(C(=O)Cc2ccc(OC)c(OC)c2)C1 (centres undefined)	-1.9	-18.2	4.5	30.6	14.0	-1.1	23.4	1.0%	-0.9
CCc1nc(SCC(=O)N2CCCC2)c2ccccc2n1	-1.6	-11.6	14.1	-18.6	-2.4	-0.3	-0.9	11.0%	-0.7
COc1cccc(-c2cc(N)nn2C(=O)Nc2ccc(Cl)cc2)c1	-2.8	60.2	31.4	10.4	-0.1	1.6	23.8	2.0%	-0.7
Clc1ccc(-c2nnn(Cc3nc4ccccc4s3)n2)cc1	-0.6	37.2	4.2	-0.9	6.5	0.6	12.4	4.0%	3.0
O=C(NC12CC3CC(CC(C3)C1)C2)N1CCN(C(=O)C2CCCO2)CC1 (centres undefined)	-3.6	-8.8	1.4	-8.1	-0.1	-0.5	2.1	5.0%	0.9
COc1ccccc1NC(=O)CN(c1ccc(C)cc1)S(=O)(=O)c1c(C)n[nH]c1C	-1.9	20.2	63.1*	2.9	13.8	-2.9	-5.3	9.0%	-0.8
CCC(=O)c1cc2c(cc1NC(=O)c1ccc(C)cc1)OCCO2	-2.1	-3.6	-1.2	16.2	6.0	-2.4	1.0	6.0%[fluoresces]	-0.5
N=c1ccn(Cc2cccc(Cl)c2)cc1	-3.5	-20.1	-11.7	-4.5	-14.2	0.7	-16.0	2.0%	-0.3
COC(=O)c1ccccc1NC(=O)C12CCC(C)(C(=O)O1)C2(C)C (centres undefined)	-1.9	6.1	-11.6	-11.3	-7.7	0.5	-15.9	1.0%	0.2
CCCCN(C(=O)CN1C(=O)C2CC=CCC2C1=O)c1c(N)n(CCC)c(=O)[nH]c1=O (centres undefined)	-1.7	-12.7	-2.6	16.3	-3.2	-7.3	-1.2	7.0%	1.6
CCOc1ccccc1Nc1nnc(SCc2ccc(C(=O)OC)o2)s1	-4.4	33.3	16.1	-12.5	12.2	2.5	1.1	2.0%	-0.9
O=C(Nc1cccc(C(F)(F)F)c1)c1cc(-c2cccs2)on1	2.0	5.5	-10.7	0.8	-4.1	-1.1	-9.2	6.0%	0.1
COc1ccccc1OCCCn1c(=O)oc2ccc(C)cc21	-0.4	14.8	-11.2	3.3	-1.1	-1.0	-11.1	7.0%	-0.5
CC(=O)Nc1cccc(Oc2cc(C#N)c(C#N)cc2N2CCOCC2)c1	-2.3	3.9	-2.7	-12.0	13.8	3.6	9.5	2.0%	-0.6
CCC(c1nc2ccccc2c(=O)n1-c1cccnc1)N1C(=O)c2ccccc2C1=O (centres undefined)	0.4	-5.8	-11.9	-3.4	-1.8	-3.4	2.2	4.0%	0.1
CCOc1ccc2ccccc2c1C(=O)N1CCN(c2ccccc2)CC1	-2.4	9.0	39.7	30.0	-0.1	-1.0	21.5	3.0%	0.1
COc1ccc2nc(NC(=O)C3CCCN(S(=O)(=O)c4cccs4)C3)sc2c1 (centres undefined)	-6.3	67.7*	-19.1	13.9	-16.5	6.4	-14.9	1.0%	0.2
COCCN1Cc2cccc(C(=O)Nc3ccc(S(=O)(=O)N4CCCCCC4)cc3)c2C1=O	-0.3	-5.9	-5.6	-5.5	14.9	1.6	4.4	11.0%	-0.2
COCCN(CCOC)C(=O)C12CCC(C)(C(=O)C1)C2(C)C (centres undefined)	0.7	13.4	·	-5.2	0.6	-4.2	-7.1	1.0%	-1.0
C=CCn1c(C)cc(C(=O)CN2C(=O)c3ccccc3C2=O)c1C	-1.6	7.9	12.0	27.3	-5.9	-4.4	5.0	5.0%	-0.2
CCC(=O)N1CCc2cc(Br)cc(S(=O)(=O)CCC(=O)NCC3CCCO3)c21 (centres undefined)	-2.5	-4.8	0.2	8.7	11.8	1.4	-1.4	2.0%	-0.8
O=S(=O)(O)c1nc2ccccc2n1CCOc1ccccc1	-1.1	14.5	-10.4	19.2	-2.1	-1.9	-11.4	6.0%	0.2
CC(O)c1nc2ccc(Cc3ccc4nc(C(C)O)[nH]c4c3)cc2[nH]1 (centres undefined)	-0.2	-12.7	1.6	-10.3	-2.2	-10.1	20.4	7.0%	0.1
CN(CC(=O)NCc1ccc(Cl)cc1)S(=O)(=O)c1cccc2nsnc12	-1.6	2.3	-16.2	-16.1	-1.5	1.9	-2.3	3.0%	-0.3
O=C1NC2(CCOc3ccccc32)C(=O)N1CC(=O)N(Cc1ccccc1)C1CCS(=O)(=O)C1 (centres undefined)	-3.0	1.2	3.3	6.8	-4.9	-0.1	2.5	6.0%	0.2
Cn1cccc1Cc1nnc(SCC(=O)NCc2ccccc2Cl)n1-c1ccc(F)cc1	-2.1	23.9	13.4	-16.0	-0.1	-5.4	-19.2	7.0%	0.6
COCCn1nnnc1C(CC(C)C)N1CCN(C(=O)c2ccco2)CC1 (centres undefined)	-2.4	-16.4	0.5	-1.6	4.0	-1.8	-13.0	8.0%	0.9
COc1ccc(Cl)cc1NC(=O)Cn1cccc1	-2.1	-2.7	3.4	-17.5	-2.9	0.4	-14.8	7.0%	-1.4
COc1ccc(CCNc2nc(-c3ccco3)cc(C(F)(F)F)n2)cc1OC	-0.2	4.2	24.3	8.6	3.7	4.4	-11.0	10.0%	-0.3
O=C(Oc1oc(-c2ccco2)nc1C=Nc1ccccc1)c1ccco1	1.4	4.4	·	-20.1	-8.4	1.2	11.7	3.0%	-0.9
Cc1cc(C)n(CCCNCC(O)c2ccccc2)n1 (centres undefined)	0.5	-6.9	-3.8	1.1	-6.5	2.6	-22.6	18.0%	-0.9
COc1ccc(NC(=O)CSc2nnc(COc3ccccc3)n2Cc2ccco2)cc1OC	1.2	7.8	5.2	0.1	-6.9	3.0	-6.3	6.0%	0.4
Cc1ccc(-c2nn(CC(=O)NCc3ccco3)c(=O)c3ccccc23)cc1	-2.1	-15.0	15.0	9.8	-1.0	2.6	6.5	5.0%	-0.2
O=C1OC2(c3ccccc3)C3CCCC2C13	0.8	-6.4	-0.5	-1.5	-10.9	-7.5	-26.1	3.0%	0.4
COc1ccc(N(CC(=O)Nc2cc(OC)ccc2OC)S(C)(=O)=O)cc1	1.8	4.1	-10.9	8.8	-9.6	-1.4	11.8	17.0%	0.3
COc1cc2c(cc1OC)C(/C(C#N)=N\O)=NC(C)(C)C2	0.6	-8.4	-18.3	5.5	25.6	-0.2	-5.8	3.0%	0.1
O=C(COc1ccc2oc3c(c2c1)CCCC3)Nc1ccccn1	-2.4	-8.8	0.5	-2.7	-0.4	4.5	-15.9	4.0%	-0.1
COC(=O)Nc1ccc2c(c1)N(C(=O)CCN1CCOCC1)c1ccccc1S2	-3.4	1.5	13.2	-16.1	17.0	-0.5	-25.6	4.0%	-0.5
CCc1cccc(NC(=O)CCc2nc(-c3cccs3)no2)c1	0.6	18.0	-2.3	-1.7	5.2	4.8	-1.7	3.0%	0.1
Cc1ccc(NC2=CC(=O)CC(c3ccco3)C2)c(N)c1 (centres undefined)	2.8	-2.0	-1.3	57.8*	13.5	5.4	50.3*	3.0%	-0.9
CCOC(=O)C1CCN(c2c(NC3CCCc4ccccc43)c(=O)c2=O)CC1 (centres undefined)	-3.7	-6.7	2.0	-15.8	8.6	6.6	-5.6	2.0%	0.4
CC(=O)c1c(N2CCN(C(=O)C3CCCO3)CC2)nc(=S)n(-c2ccccc2)c1C (centres undefined)	-0.8	-11.5	-6.7	-9.0	-3.8	-1.0	-14.0	0.0%	0.4
O=C(O)Cn1cc(C(=O)C2CC2)c2ccccc21	-0.7	-12.2	-8.3	3.0	-5.8	8.9	6.4	4.0%	1.3
N#CCCC12CCCCC1=Nc1ccccc12 (centres undefined)	-3.0	-12.1	7.0	-2.0	0.5	2.8	-15.5	3.0%	-0.8
CCN(CC)CCCN1C(=O)C(=O)/C(=C(/O)c2c(C)nc3ccccn23)C1c1ccc(C)o1 (centres undefined)	0.3	-15.2	0.2	0.3	-6.9	1.8	-1.0	4.0%	-0.1
CCN(CC)C(=O)CSc1nc2ncccc2[nH]1	-1.0	-18.0	-2.8	-9.1	-6.0	1.5	2.6	4.0%	-0.1
Fc1ccc(Cn2nnnc2CN2CCN(C3CCCC3)CC2)cc1	-1.5	-21.1	4.3	8.3	-6.9	-11.7	-13.4	8.0%	-0.6
CCOC(=O)C1CCN(C(=O)CSc2cc(=O)n(C)c3ccccc23)CC1	-1.9	-6.9	1.0	-4.2	-11.0	-2.7	6.3	3.0%	1.0
CCCCc1nnc(NC(=O)CSc2nc(=O)cc(N)n2-c2ccccc2)s1	-2.4	8.2	-12.4	3.0	-2.0	-2.4	-7.6	2.0%	1.3
CC(=O)c1ccc(NS(=O)(=O)c2ccccc2)cc1	-0.1	4.2	-2.2	-2.1	-1.4	-0.2	-1.5	2.0%	-0.5
CCOC(=O)c1cc(NC(=O)C2CCCO2)cc(C(=O)OCC)c1 (centres undefined)	-3.6	10.5	6.3	12.0	0.7	2.7	0.9	1.0%	-0.3
O=C(NO)c1ccccc1O	15.4	10.4	·	-0.4	-14.6	0.6	-13.6	2.0%	-0.3
Cc1ccc(C)c(N2C(=O)CC(N3CCN(Cc4ccc5c(c4)OCO5)CC3)C2=O)c1 (centres undefined)	-4.3	-14.4	8.3	6.8	0.2	1.4	-14.5	0.0%	0.1
Cc1onc(-c2c(Cl)cccc2Cl)c1C(=O)Nc1c(C)n(C)n(-c2ccccc2)c1=O	3.0	-14.8	3.4	-6.4	16.2	-3.2	8.3	5.0%	-1.2

Quoted at random: 2 entries already listed.
SMILES	HTR1A agonist	tolC growth inh	5HT1a antag	SF1 activator	5HT1E antag	MMP-13 inhibitor	RORA act	NADH coupling	HTR1E agonist
CC(=O)c1c(N2CCN(C(=O)C3CCCO3)CC2)nc(=S)n(-c2ccccc2)c1C (centres undefined)	-0.8	-11.5	-6.7	-9.0	-3.8	-1.0	-14.0	0.0%	0.4
O=C(O)Cn1cc(C(=O)C2CC2)c2ccccc21	-0.7	-12.2	-8.3	3.0	-5.8	8.9	6.4	4.0%	1.3

Screening data from PubChem BioAssay.
